sdo1 growth = sdo1-depleted yeast growth rescue; S. cerevisiae sdo1-depleted JHY4D growth rescue, OD600 30 h; stronger effect = higher value; pdr5 snq2 efflux-pump mutant strain; z-score at 10 µM; 140,000 tested, 0.21% active; AID 817;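 active = z-score above 3 at both the 24 hr and the 30 hr optical density reads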;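 also: z-score against mean and SD of all compound wells on the same plate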
INS promoter inh = TRM-6 insulin promoter activity inhibition; TRM-6 cells (human fetal islet line), insulin promoter-eGFP reporter, imaging; reporter expression induced with tamoxifen; inhibition, % at 2 µM; 130,000 tested, 0.9% active; AID 1273;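 active = inhibition above the mean plus 3 SD, with well images judged a real hit on visual review, cut at about 60% in these data, passing the limit was not always enough; inconclusive = inhibition over the cutoff but images rejected on review; inactive = inhibition not above the cutoff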
sdo1 growth Rescue 24 h = second read-out of sdo1 growth, no call of its own (marks repeat the call); z-score; S. cerevisiae sdo1-depleted JHY4D growth rescue, OD600; measured here: growth rescue at 24 h;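 0 is the plate mean of compound wells and units are plate SD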
* hit, by the source's call; ? = inconclusive; · = not tested or not shown. Some of the compounds tested; count on the stated rates, not on these rows.

SMILES	sdo1 growth	sdo1 growth Rescue 24 h	INS promoter inh
CCN(CC)S(=O)(=O)c1cccc(-c2n[nH]c(=S)n2/N=C/c2ccc(Br)cc2)c1	0.21	2	-438
CC1CCOC2(O1)C(=O)Nc1ccccc12 (stereo not drawn)	·	·	-18
COc1ccc(N=C2SC(CC(=O)Nc3ccccc3)C(=O)N2CC2CCCO2)cc1 (stereo not drawn)	-0.96	-1.2	-93
CCn1c(=O)c(C(=O)CN2CCc3ccccc32)c(N)n(Cc2ccccc2)c1=O	-0.31	-0.47	·
COc1ccc(CN2CCn3ncc(C(=O)Nc4ccc(Cl)cc4Cl)c3C2=O)cc1	-1.3	0.28	14
CCOC(=O)c1c(-c2ccc(C)o2)csc1NC(=O)CSc1nncs1	-0.59	-0.8	15
Cc1c(NC(=O)NC(C)N2C(=O)C3C4C=CC(C4)C3C2=O)c(=O)n(-c2ccccc2)n1C (stereo not drawn)	0.22	-0.04	-42
O=C(Nc1ncc(Cc2ccccc2Cl)s1)C1=NCCN1	0.64	0.58	-39
CCOc1ccc(N=Nc2c(=O)[nH]n3c(C)cc(C)nc23)cc1	1.5	2.5	-67
CCN(CC)S(=O)(=O)c1cc(NC(=O)C(C)N(C)CC(=O)Nc2c(C)cccc2C)ccc1C (stereo not drawn)	-0.26	-0.42	-67
O=C(CSc1ncccn1)N1CCN(Cc2ccccc2)CC1	1.6	2.1	45
FC(F)(F)c1ccc(CSc2nccn2-c2ccccc2)cc1	0.47	0.25	3
COC(=O)c1ccccc1NC(=O)CSc1nnc(C(CO)NC(=O)c2ccccc2Cl)n1C (stereo not drawn)	0.23	-0.29	-19
N=c1n(CC(=O)c2ccc([N+](=O)[O-])cc2)c2ccccc2n1Cc1ccccc1	-1.4	-1.3	·
CCc1cc(=O)oc2cc3oc(C)c(C)c3cc12	-0.27	0.03	·
Clc1ccc(CON/C=N/c2ncnc3sccc23)c(Cl)c1	-0.96	-0.31	-30
Cc1ccc(NC(=O)c2ccc(F)cc2)nc1	·	·	-8
Cc1cc(C)n(Cc2ccc(C(=O)O)o2)n1	-0.68	-0.86	·
C=CCc1c(C)nc(SC(C)C)[nH]c1=O	0.74	0	?
O=C(CCc1nc(-c2ccccc2F)no1)NCCN1CCOCC1	0.59	0.04	-119

Profiles, looked up by structure:
Cc1c(NC(=O)NC(C)N2C(=O)C3C4C=CC(C4)C3C2=O)c(=O)n(-c2ccccc2)n1C (stereo not drawn) is listed with sdo1 growth: 0.22; sdo1 growth Rescue 24 h: -0.04; INS promoter inh: -42
COc1ccc(CN2CCn3ncc(C(=O)Nc4ccc(Cl)cc4Cl)c3C2=O)cc1 is listed with sdo1 growth: -1.3; sdo1 growth Rescue 24 h: 0.28; INS promoter inh: 14

Next section
SMILES	sdo1 growth	sdo1 growth Rescue 24 h	INS promoter inh
Oc1ccc(Nc2nc3ccccc3nc2Nc2ccc(O)cc2)cc1	-0.15	-0.26	-257
Cc1ccc(C2CC(=O)C(C=NCCN3CCN(C(=S)Nc4ccc(F)cc4)CC3)=C(O)C2)cc1 (stereo not drawn)	·	·	-94
Cc1ccc(Cl)cc1N1CCN(Cc2nnnn2Cc2ccco2)CC1	-1.2	-1.1	-36
CNc1nc2[nH]c(=O)c3c(c2s1)OC(N)=C(C#N)C3c1ccccc1 (stereo not drawn)	0.93	0.16	·
CCOc1ccc(Nc2nc(Cc3nnc(SCC(=O)NC4CCCCC4)n3C)cs2)cc1	-0.11	0.14	-42
COC(=O)c1c([N+](=O)[O-])c(OC)c(OC)c(OC)c1[N+](=O)[O-]	·	·	-8
Cc1ccc(OCC(=O)N(c2ccccn2)C2CCCCC2)c(C)c1	-0.16	0.64	-17
CC1CCc2cc(F)ccc2N1C(=O)CCl (stereo not drawn)	·	·	-7
O=C(COC(=O)Cc1ccccc1F)Nc1ccc(F)cc1F	·	·	53
CCN(CC)c1ccc(-c2nc3cnccc3n2C)cc1	-0.34	-0.52	3
O=C(COc1ccccc1)Nc1cccc(-c2nc3cc4ccccc4cc3[nH]2)c1	-2.4	-1.9	-60
C=CCSc1nnc2n(-c3ccccc3OC)c(=O)c3c4c(sc3n12)CCC4	0.58	1	·
Cc1ccc(Cn2c(=O)sc3ccccc3c2=O)cc1	-0.3	1.2	19
CCOc1ccc2nc(NC(=O)C(NS(=O)(=O)c3cccc4nsnc34)C(C)C)sc2c1 (stereo not drawn)	-0.27	-0.11	·
c1ccc(-c2csc3nnc(SCc4ccc5c(c4)OCO5)n23)cc1	-1.2	-0.44	·
O=C(CSc1ccc(-c2ccco2)nn1)NCc1ccc(Cl)cc1	5.4	2.9	·
COc1ccc(CN(CC(=O)NC2CCCC2)C(=O)CCC(=O)Nc2cc(C)on2)cc1	0.28	0.38	-2
O=C(CC(=O)NN=C1CCCCCC1)NCc1cccnc1	·	·	-72
N#C/C(=C/c1ccc(N2CCCC2)c([N+](=O)[O-])c1)c1nc2ccccc2[nH]1	-1	1.1	30
COc1ccc(S(=O)(=O)Cc2ccc(C(=O)NCCCN3CCc4ccccc4C3)o2)cc1	-0.35	-1.2	·

Compounds above with a furan ring, fused or not, in the order listed:
SMILES	sdo1 growth	sdo1 growth Rescue 24 h	INS promoter inh
CCOC(=O)c1c(-c2ccc(C)o2)csc1NC(=O)CSc1nncs1	-0.59	-0.8	15
CCc1cc(=O)oc2cc3oc(C)c(C)c3cc12	-0.27	0.03	·
Cc1cc(C)n(Cc2ccc(C(=O)O)o2)n1	-0.68	-0.86	·
Cc1ccc(Cl)cc1N1CCN(Cc2nnnn2Cc2ccco2)CC1	-1.2	-1.1	-36
O=C(CSc1ccc(-c2ccco2)nn1)NCc1ccc(Cl)cc1	5.4	2.9	·
COc1ccc(S(=O)(=O)Cc2ccc(C(=O)NCCCN3CCc4ccccc4C3)o2)cc1	-0.35	-1.2	·

Continued.
SMILES	sdo1 growth	sdo1 growth Rescue 24 h	INS promoter inh
Cc1nnc(NC(=O)C2CCCO2)s1 (stereo not drawn)	0.46	0.51	·
Cc1cccc(NC(=O)CCC(=O)N/N=C/c2cc([N+](=O)[O-])ccc2O)c1	0.65	1.5	·
COc1ccc(N=CC2=C(O)CCCC2=O)cc1	0.71	-0.05	·
CCOC(=O)c1c(SC)nc(SC)c2c1CCC2	0.36	1.3	12
Cc1ccccc1Nc1nc(N)nc(COC(=O)CC2CC3CCC2C3)n1 (stereo not drawn)	-0.4	-0.09	·
OCCCc1n[nH]c(=S)n1-c1ccccc1	·	·	7
Cc1ccc(CNC(=O)c2ccc(COc3ccccc3)cc2)cc1	-0.44	-0.49	-41
COc1ccccc1NC(=O)CN1CCN(C2c3ccccc3-c3ccccc32)CC1	-2	-0.31	-79
COc1ccc(Cl)cc1NC(=O)Nc1ccc(Br)cn1	-2.2	-1.8	18
FC(F)(F)c1cc(-c2ccco2)nc(NCc2ccc(Cl)cc2)n1	-0.59	-0.2	-10
Cc1cccc(OC(C)C(=O)N2CCCc3ccccc32)c1 (stereo not drawn)	-0.63	-0.83	50
CCOc1ccccc1NC(=S)NC1CCCCC1	0.76	1.6	8
Cc1ccc(NCCC(=O)c2cccc([N+](=O)[O-])c2)c(C)c1	-0.23	-1.1	-7
Nc1c(C(=O)NCc2ccco2)nnn1-c1ccccc1	0.42	0.27	·
CN(C)c1nc(Cl)nc(NCCOc2ccccc2)n1	-0.29	-0.12	66*
COC(=O)c1c(N2C(=O)[C@H]3[C@@H](C2=O)[C@]2(C(=O)Nc4ccccc42)N2CCC[C@@H]32)sc(C)c1C	·	·	-65
COc1ccccc1-c1nnc(NC(=O)c2ccc3ncsc3c2)o1	0.23	-0.15	48
O=C(Nc1ccccc1)C(O)C(O)C(=O)Nc1ccccc1 (stereo not drawn)	·	·	5
CCCOc1ccccc1NC(=O)c1c(-c2ccccc2)noc1C	0.46	2.1	·
Cc1c(C(=O)Nc2ccc(F)cc2)nnn1-c1cccc(C(F)(F)F)c1	·	·	56

With a hit mark in INS promoter inh (from the list above):
SMILES	sdo1 growth	sdo1 growth Rescue 24 h	INS promoter inh
CN(C)c1nc(Cl)nc(NCCOc2ccccc2)n1	-0.29	-0.12	66*

(list continues)
SMILES	sdo1 growth	sdo1 growth Rescue 24 h	INS promoter inh
CCCCCc1ccc(-c2ccc(OC)cc2)nc1	·	·	-36
COC(=O)c1c(NC(=O)CN2CCN(Cc3ccc4c(c3)OCO4)CC2)sc(C)c1C	-2.3	-0.76	·
Cc1cc(NC(=O)C(C)C)ncc1NC(=O)Cc1ccccc1	-0.75	-0.65	-65
COCCNC(=O)CN(c1cc(Cl)ccc1OC)S(=O)(=O)c1ccc(C)c([N+](=O)[O-])c1	·	·	-6

Six records drawn at random from those above:
SMILES	sdo1 growth	sdo1 growth Rescue 24 h	INS promoter inh
COc1ccc(N=CC2=C(O)CCCC2=O)cc1	0.71	-0.05	·
CCc1cc(=O)oc2cc3oc(C)c(C)c3cc12	-0.27	0.03	·
Cc1ccc(CNC(=O)c2ccc(COc3ccccc3)cc2)cc1	-0.44	-0.49	-41
CN(C)c1nc(Cl)nc(NCCOc2ccccc2)n1	-0.29	-0.12	66*
O=C(CC(=O)NN=C1CCCCCC1)NCc1cccnc1	·	·	-72
Nc1c(C(=O)NCc2ccco2)nnn1-c1ccccc1	0.42	0.27	·

Bioassay records as filed in PubChem BioAssay.
